# PTAP TSG101 blk: blocks PTAP/TSG101 interaction to inhibit HIV-1 budding; AID 493005; Potency, µM (series often up to 115 µM), for inactives: top-dose activity change, negative = inhibition, usual class: inhibitors; 340,000 tested, under 10 active; Q99816; Fluorescence polarization, FITC-PTAP peptide / Tsg101 binding; active = well fitted inhibition curve with a large enough effect in the main read-out, with a control signal flat, not every such curve was filed as active; inconclusive = small, poorly fitted or top-dose-only effect, or effect the other way, or a change in a side signal; inactive = no such curve, though single readings can be large or run the other way; note: potency is the fitted concentration of half-maximal effect; % of control where 0% means no effect
#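 Compounds were pin-transferred onto Tsg101 binding domain (10 uM final) in HEPES pH 7.5 buffer, then FITC-PTAP peptide was added at 50 nM final. After 20 min at RT, polarization reported peptide displacement across a qHTS concentration series.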
# Tb PFK inh: T. brucei PFK enzyme inhibition; O15648; T. brucei PFK, ADP-Glo luminescence; Potency, µM (doses to about 57.5 µM), without a hit: at the highest dose activity, negative = inhibition, actives largely listed as inhibitors; hit rate 0.17% among 330,000; AID 485367;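 note: potency is the fitted concentration of half-maximal effect; 0% = uninhibited 1x PFK enzyme wells and -100% = no-enzyme wells; nearly all actives have a fitted effect of over 60% in size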
#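 Luminescent ADP detection (ADP-Glo, two-step: ATP depletion then ADP-to-ATP conversion for luciferase) reported PFK activity after 45 min room-temperature reaction of 1.25 nM enzyme with 0.5 mM F6P and 0.1 mM ATP at pH 8.0.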
# B2AR arrestin: beta2AR (human) beta-arrestin recruitment activity. Potency, µM (titrated, usually from 46.1 µM), for inactives: top-dose activation, most hits filed as activators. hit rate 0.02% among 330,000. beta-arrestin recruitment to beta2AR, cell-based reporter;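 note: potency is the fitted concentration of half-maximal effect; 0% = DMSO controls and full agonism = EC100 isoproterenol or metaproterenol; nearly all actives have a fitted effect of over 65% in size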
# ELG1 repair inh: ELG1-dependent DNA repair inhibition | HEK293T ELG1-luciferase reporter, luminescence, 16 h; DNA damage induced by 5-fluorouridine | Potency, µM (titrated, usually from 46.1 µM), for the others: top-dose activity change, negative = inhibition, hits mostly inhibitors | hit rate 2.3% among 330,000 | AID 504467; note: potency is the fitted concentration of half-maximal effect; % is set by controls: 0 for no effect and ±100 for the full control effect; nearly all actives have a fitted effect of over 55% in size
#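 Reporter activity after DNA damage by 5-fluorouridine is monitored. Compound-treated cells incubate 16 hr at 37 °C, then ONE-Glo is added for 30 min before luminescence reading.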
# BCR signal inh: chronic active BCR signaling inhibition; AID 493014; ABC-DLBCL IkBa-CBG/CBR reporter, luminescence ratio, 4 h; hit rate 0.05% among 340,000; Potency, µM (top dose mostly 46.1 µM), inactives show top-dose ratio change, negative = lower green/red ratio, usual class: inhibitors; active = well fitted inhibition curve with a large enough effect in the signal ratio, with a control signal flat, not every such curve was filed as active; inconclusive = small, poorly fitted or top-dose-only effect, or effect the other way, or a change in a side signal; the % refers to the signal ratio;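 note: potency is the fitted concentration of half-maximal effect; plate controls were basal doxycycline-induced cells for no effect and cells given 10 µM MG132 for full effect; MG132 reads +100%, hits lower the ratio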
#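 TMD8 ABC-DLBCL cells carrying doxycycline-inducible green luciferase fused to IkappaBalpha plus unfused red luciferase were exposed to compounds (up to 46 uM) for 4 hrs at 37C. Activity came from the overlap-corrected green/red luminescence ratio.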
# uPA generation: cell surface uPA generation inhibition; cell surface uPA generation assay, qHTS; Potency, µM (doses to about 38.3 µM), without a hit: at the highest dose activity change, negative = inhibition, actives largely listed as inhibitors; hit rate 0.31% among 330,000; AID 540303; active = well fitted inhibition curve with a large enough effect; inconclusive = small, poorly fitted or top-dose-only effect; inactive = no such curve, though single readings can be large or run the other way; tested in mouse RAW 264.7 cells; note: potency is the fitted concentration of half-maximal effect; % is set by controls: 0 for no effect and ±100 for the full control effect; nearly all actives have a fitted effect of over 55% in size
# TSHR antag: human thyrotropin receptor antagonism. P16473. TSHR-expressing cells, TSH-stimulated cAMP HTRF, 2 h; active compounds read low. activity change, negative = inhibition, % at 11.5 µM. hit rate 0.2% among 330,000. AID 504810;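 active = activity change below a set negative limit, meaning inhibition stronger than a set level, cut at about -70% in these data; inconclusive = activity change between two set negative limits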; note: % is set by controls: 0 for no effect and ±100 for the full control effect
# Target sequence (P16473 whole entry, looked up): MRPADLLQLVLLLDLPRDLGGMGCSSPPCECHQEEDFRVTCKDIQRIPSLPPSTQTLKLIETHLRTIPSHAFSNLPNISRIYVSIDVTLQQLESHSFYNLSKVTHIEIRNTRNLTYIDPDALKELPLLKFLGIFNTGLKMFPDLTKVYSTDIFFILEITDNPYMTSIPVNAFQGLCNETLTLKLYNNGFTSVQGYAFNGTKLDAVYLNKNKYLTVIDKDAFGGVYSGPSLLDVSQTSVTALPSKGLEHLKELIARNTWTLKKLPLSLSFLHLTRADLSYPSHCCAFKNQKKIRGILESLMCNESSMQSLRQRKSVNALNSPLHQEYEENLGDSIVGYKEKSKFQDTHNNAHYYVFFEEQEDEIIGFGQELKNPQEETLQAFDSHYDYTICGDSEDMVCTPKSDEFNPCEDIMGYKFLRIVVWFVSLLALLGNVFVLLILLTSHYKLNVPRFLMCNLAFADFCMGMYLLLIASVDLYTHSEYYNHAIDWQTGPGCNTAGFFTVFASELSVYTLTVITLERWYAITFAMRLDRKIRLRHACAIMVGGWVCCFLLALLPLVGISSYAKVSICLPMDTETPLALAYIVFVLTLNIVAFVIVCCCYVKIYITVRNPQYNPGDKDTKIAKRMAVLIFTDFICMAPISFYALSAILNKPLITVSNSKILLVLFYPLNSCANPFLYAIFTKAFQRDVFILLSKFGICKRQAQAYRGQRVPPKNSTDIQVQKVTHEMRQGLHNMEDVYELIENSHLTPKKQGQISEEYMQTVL
#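 TSHR-expressing cells, 200/well, pre-treated with compound, then stimulated with EC80 TSH (4nM final) for 2 hours at 37 deg C. cAMP measured by competitive HTRF: anti-cAMP cryptate antibody in lysis buffer plus cAMP-d2, read after 30 minutes at room temperature.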
# TCR act: T cell receptor activation; primary human leukocytes, anti-CD3, IL-2 HTRF, 48 h; Potency, µM (titrated, usually from 9.22 µM), without a hit: at the highest dose activation of IL-2 secretion, hits mostly activators; 330,000 tested, under 10 active; AID 504894; note: % of control where 0% means no effect
#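 IL-2 release read by HTRF sandwich (Eu cryptate donor, d2 acceptor, 665 nm emission) after 48 hr exposure of primary human leukocytes to compound together with anti-CD3 beads in the absence of co-stimulatory signals.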
# Eya2 phos inh: Eya2 (human) phosphatase inhibition; Potency, µM (highest dose often 76.9 µM), without a hit: at the top dose activity, negative = inhibition, actives largely listed as inhibitors; hit rate 0.006% among 330,000; recombinant Eya2, OMFP fluorescence dephosphorylation (OMFP is methylfluorescein phosphate); note: potency is the fitted concentration of half-maximal effect; % is set by controls: 0 for no effect and ±100 for the full control effect
#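 Eya2 protein (added as 0.2 uM solution) was preincubated with compound for 10 min at ambient temperature in 50 mM HEPES pH 7.5, 50 mM NaCl, 5 uM MgCl2, 0.05% BSA, 1 mM DTT. OMFP (added at 50 uM) then reacted 10 min; fluorescence read at 485/525 nm.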
# Mito fusion act: inhibitors of mitochondrial division or activators of mitochondrial fusion | hit rate 0.23% among 320,000 | S. cerevisiae fusion-defective mutant growth rescue, CellTiterGlo 48 h | AID 485298 | Potency, µM (doses to about 46.1 µM), without a hit: at the highest dose growth rescue (activation), usual class: activators;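 note: potency is the fitted concentration of half-maximal effect; % of control where 0% means no effect; nearly all actives have a fitted effect of over 45% in size; temperature-sensitive fusion mutants such as fzo1-1 at 37 °C on non-fermentable ethanol glycerol medium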
#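 Yeast fusion mutant, YPEG (non-fermentable carbon), compound, 48 h at 37C non-permissive; CellTiterGlo added, 10 min RT, luminescence read. Rescued growth = division inhibition.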
# USP2a block: USP2a (human) protease inhibition; O75604; hit rate 0.01% among 330,000; USP2 core, Ub-CHOP2 coupled fluorogenic reporter, 485/531; Potency, µM (highest dose often 38.3 µM), for the others: at the top dose activity change, negative = inhibition, actives largely listed as inhibitors;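 note: potency is the fitted concentration of half-maximal effect; plate controls were DMSO wells for no effect and full inhibition by NEM control for full effect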
#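 Cell-free coupled assay: 10nM USP2 core preincubated 30min RT with compound in Tris-HCl pH 8.0/CaCl2/CHAPS buffer, then 25nM Ub-CHOP2 and 25nM reporter substrate; fluorescence (Ex 485/Em 531) read after 60min RT, normalized to NEM inhibition, concentration-response curves fitted.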
# Starred values were filed as active, the others as inactive; ? = inconclusive; . = not tested or not shown; & = joins results of further samples; [ ] = another dose, or the depositor's remark. Unless noted, calls come from the whole dose curve; as a rule, active = well fitted curve in the direction sought with a large enough effect; inconclusive = small, poorly fitted or top-dose-only effect, or another doubt; inactive = no such curve, though single readings can be large; an effect the other way counts as inactive or inconclusive.
molecule	PTAP TSG101 blk	Tb PFK inh	B2AR arrestin	ELG1 repair inh	BCR signal inh	uPA generation	TSHR antag	TCR act	Eya2 phos inh	Mito fusion act	USP2a block
C#CCOC(=O)CCCC(=O)NCCCCCCCC	-3%	1%	0.0%	17%	10%	-11%	-8	3%	0%	27%	-1%
O=C(CCc1ccccc1)Nc1ccc2c(c1)C(=O)OC2	-3%	0%	-0.1%	-16%	?	4%	-8	-10%	10%	4%	-2%
O=C(COC(=O)C1CCN(c2ccc(C(F)(F)F)cn2)CC1)NC1CCCCC1	-6%	3%	0.5%	4%	?	1%	-5	-5%	-13%	-2%	0%
COCCn1nnnc1C(c1ccc(C)cc1)N1CCN(Cc2ccc3c(c2)OCO3)CC1 (configuration not stated)	-1%	1%	-1.5%	-3%	2%	0%	5	-1%	16%	5%	5%
C=CCn1c(O)c(CN2CCCCC2)c(C)c(C#N)c1=O	-2%	1%	-1.1%	-11%	3%	2%	-6	-1%	-26%	-2%	4%
O=C(NCc1cccc(Cl)c1)c1cnccn1	-7%	-5%	-0.3%	15%	1%	.	10	.	-4%	2%	-1%
COc1ccc(C2C=C(c3ccc(Br)cc3)Nc3nc(N4C(=O)CCC4=O)nn32)cc1 (configuration not stated)	-7%	2%	-0.6%	-3%	0%	.	-6	2%	15%	0%	10%
CCc1nnc(NC(=O)CCC(=O)N2CCC(Cc3ccccc3)CC2)s1	-1%	2%	-0.2%	8%	-9%	-6%	1	-9%	4%	3%	0%
O=C(c1cccs1)N1CCOCC1	-2%	0%	-0.1%	-3%	1%	-4%	4	-5%	-21%	0%	0%
CCn1c(OC)nc2c1c(=O)n(C)c(=O)n2C	0%	-3%	5.3%	3%	-12%	6%	6	-4%	1%	5%	0%
CCOC(=O)c1cnn2c1[nH]c(=O)c1ccccc12	-7%	1%	-0.7%	18%	7%	3%	0	-4%	-1%	1%	0%
CCCn1cc(CN2CCCC(C(=O)c3ccc4c(c3)OCO4)C2)c(C)n1 (configuration not stated)	-8%	1%	0.3%	-6%	-3%	-2%	-3	-1%	-2%	-11%	0%
CC1CCN(CCCNC(=O)c2cn(C)c3ccc(S(=O)(=O)N4CCCC4)cc3c2=O)CC1	0%	9%	4.3%	-5%	13%	1%	16	-2%	-26%	-3%	-4%
Cn1c(N)c(C(=O)CSc2nc(C3CC3)n(-c3ccccc3)n2)c(=O)n(C)c1=O	-6%	-5%	-0.2%	-12%	8%	-8%	11	6%	-4%	1%	3%
CC(=O)Nc1ccc(Cc2ccc3[nH]c(=O)cc(C)c3c2)cc1	.	0%	1.0%	?	?	.	-5	.	-8%	13%	4%
COc1cc(/C=N/NC(=O)c2nnn(-c3nonc3N)c2-c2cccs2)ccc1O	-4%	0%	0.4%	-7%	0%	11%	-2	-4%	1%	0%	1%
CCOC(=O)CC(=O)CSc1nnc(Cn2c(=O)sc3ccccc32)n1C	-3%	3%	-0.4%	-1%	6%	.	-16	-2%	12%	1%	4%
N#C/C(=C(/O)COC(=O)COc1cccc(Br)c1)c1nc2ccccc2[nH]1	-1%	-1%	1.1%	?	?	?	-6	7%	-13%	-2%	2%
C/C(=N\NC(=O)C(c1ccncc1)N1CCOCC1)c1ccc(Br)cc1 (configuration not stated)	1%	0%	0.1%	0%	-2%	19%	9	8%[46.1 µM]	9%	-1%	2%
CC12CCC(=O)N1C(C(=O)NCc1ccccc1F)CS2 (configuration not stated)	-5%	1%	-0.3%	10%	10%	6%	3	-1%	23%	5%	2%
COc1ccc(NC(=O)c2cccnc2SC)cc1OC	0%	0%	-0.7%	?	?	0%	0	2%	-3%	-6%	2%
CCc1ccc([C@H]2C(C(=O)O)=C[C@@H](C(C)(C)C)N2S(=O)(=O)c2ccc(C)cc2)cc1	-1%	-1%	-0.3%	0%	-2%	-21%	5	-3%	-24%	.	-3%
CCCn1nc(Oc2nc(NCC)nc(NC(C)C)n2)ccc1=O	-3%	-3%	-0.4%	?	?	-4%	-15	2%	-8%	2%	-1%
Cc1ccc(NC(=O)CSc2nnc(CNC(=O)c3ccco3)n2C)c(C)c1	1%	-1%	-1.0%	?	10%	5%	16	-3%	9%	0%	0%
Cc1cc2c(cc1S(=O)(=O)CCC(=O)NC1CCC(C)CC1)OCC(=O)N2 (configuration not stated)	0%	0%	0.1%	17%	-26%&-23%	10%	2	11%	?	-1%	0%
CCCc1nn(C)c(C(=O)Nc2ccc(Cl)cc2)c1Cl	2%	-3%	-1.4%	?	?	10%	-12	-10%[46.1 µM]	-1%	10%	0%
CC(C)=CCCC(C)CN1CCC(n2nccc2NC(=O)c2ccccc2)CC1 (configuration not stated)	0%	-1%	-0.9%	-3%	0%	0%	29	-6%	-6%	-21%	1%
Cc1ccc(CNc2cnccn2)s1	-4%	-7%	-0.6%	-9%	-1%	-10%	-2	-1%	8%	0%	3%
COCCCNc1ncnc2nc[nH]c12	-6%	-1%	-0.2%	-2%	7%	-9%	6	2%	-9%	-2%	2%
CN(C)c1ncc(S(=O)(=O)c2ccccc2)c(=O)[nH]1	-2%	3%	0.5%	9%	3%	6%	-4	-3%	4%	-5%	3%
O=C(Nc1ccc(-n2cnnn2)cc1)C1CCCN1C(=O)NC1CCCCC1 (configuration not stated)	-8%	4%	-0.4%	-1%	-2%	1%	-5	2%	-3%	-9%	-7%
CCOc1cc(/C=C/C(=O)Nc2ccc(C(=O)NCCN(CC)CC)cc2)ccc1OCC(C)C	-4%	0%	0.1%	-9%	?	-24%	1	3%	-4%	3%	-25%
CC(=O)c1cccc(NC(=O)C23CC4CC(C2)CC(n2cncn2)(C4)C3)c1	-2%	3%	-0.2%	-5%	1%	0%	15	-2%[46.1 µM]	4%	7%	2%
CS(=O)(=O)N1CCCC(C(=O)Nc2ccc(F)cc2)C1 (configuration not stated)	-3%	-3%	0.5%	17%	-2%	3%	6	.	1%	-3%	-1%
COc1ccc(C(=O)CC(=O)C(=O)Nc2cc(OC)c(OC)c(OC)c2)cc1	-11%	-4%	0.4%	-15%	-6%	-9%	-6	8%	-4%	-7%	2%
COCC(C)n1c(SCc2nc(N)nc(Nc3ccccc3C)n2)nc2ccccc2c1=O (configuration not stated)	-8%	1%	3.4%	?	?	1%	-12	2%	0%	-7%	-2%
COC(=O)c1ccc(N2CCN(c3ccccc3)CC2)c(N)c1	0%	-1%	-0.1%	?	1%	-11%	3	-1%	2%	-3%	-1%
O=C(Nc1ccc(Cl)cc1)N1CCC(c2ccccc2)C1 (configuration not stated)	1%	0%	0.0%	?	?	1%	6	-3%	-10%	-2%	0%
CC(C)NC(=O)c1c(O)c2cccc3c2n(c1=O)CCC3	-9%	3%	-0.1%	-1%	8%	?	11	-12%	1%	1%	1%

# One compound at a time, as listed above. Order of values: PTAP TSG101 blk | Tb PFK inh | B2AR arrestin | ELG1 repair inh | BCR signal inh | uPA generation | TSHR antag | TCR act | Eya2 phos inh | Mito fusion act | USP2a block
# N#C/C(=C(/O)COC(=O)COc1cccc(Br)c1)c1nc2ccccc2[nH]1 is entered as -1% | -1% | 1.1% | ? | ? | ? | -6 | 7% | -13% | -2% | 2%
# C/C(=N\NC(=O)C(c1ccncc1)N1CCOCC1)c1ccc(Br)cc1 (configuration not stated) is entered as 1% | 0% | 0.1% | 0% | -2% | 19% | 9 | 8%[46.1 µM] | 9% | -1% | 2%
# CN(C)c1ncc(S(=O)(=O)c2ccccc2)c(=O)[nH]1 is entered as -2% | 3% | 0.5% | 9% | 3% | 6% | -4 | -3% | 4% | -5% | 3%
# C=CCn1c(O)c(CN2CCCCC2)c(C)c(C#N)c1=O is entered as -2% | 1% | -1.1% | -11% | 3% | 2% | -6 | -1% | -26% | -2% | 4%

# Assay outcomes: PubChem BioAssay, National Center for Advancing Translational Sciences (NCATS)
